# GC-B act: GC-B (human) receptor activation; P20594; HEK293-GC-B cells, CNP EC30, cGMP TR-FRET; 0% at EC30 CNP, 100% saturating CNP; activation, % at 10 µM; hit rate 0.11% among 370,000; AID 1920062;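 active = activation at 10 µM reaching about 35% in either raw or pattern-adjusted values, limit read from the data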
# NR1D1 modulator: Rev-erb alpha (human) modulation | P20393 | Rev-erbα–FITC-DNA binding, fluorescence polarization, 90 min | activity, % at 10 µM | hit rate 0.79% among 370,000 | AID 1259318;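 active = activity above about 14%, limit read from the data; passing the limit was not always enough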;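 also: 0% = DMSO wells with 35 nM protein and 100% = DMSO wells with 750 nM protein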
# Target sequence (P20393 whole entry, looked up): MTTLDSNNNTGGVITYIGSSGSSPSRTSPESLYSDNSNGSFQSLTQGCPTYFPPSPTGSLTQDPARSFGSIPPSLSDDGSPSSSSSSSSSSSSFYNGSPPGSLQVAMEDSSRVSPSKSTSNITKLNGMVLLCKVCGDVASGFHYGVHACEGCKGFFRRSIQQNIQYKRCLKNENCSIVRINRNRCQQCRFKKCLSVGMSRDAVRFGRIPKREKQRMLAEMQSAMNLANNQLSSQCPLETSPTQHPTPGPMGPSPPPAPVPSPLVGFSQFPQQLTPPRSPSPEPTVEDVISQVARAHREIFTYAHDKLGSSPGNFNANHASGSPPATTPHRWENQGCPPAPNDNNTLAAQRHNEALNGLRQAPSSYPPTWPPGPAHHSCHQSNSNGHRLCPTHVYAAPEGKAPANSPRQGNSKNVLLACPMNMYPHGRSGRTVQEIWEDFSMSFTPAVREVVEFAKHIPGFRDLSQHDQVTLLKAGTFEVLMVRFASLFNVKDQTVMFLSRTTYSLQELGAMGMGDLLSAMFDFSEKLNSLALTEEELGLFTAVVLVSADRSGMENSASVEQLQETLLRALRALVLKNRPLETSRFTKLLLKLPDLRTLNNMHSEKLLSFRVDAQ
# ARFGAP1 inh: inhibitors of rat ARFGAP1. inhibition, % at 16.5 µM. hit rate 0.26% among 360,000. Arfgap1-stimulated ARF1 GTP hydrolysis, GDP FP detection. AID 651572;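 active = inhibition above a per-plate limit, mean inhibition of low control wells plus 3 SD, cut at about 25% in these data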;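 also: 0% = DMSO wells with enzyme and 100% = wells lacking Arfgap1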
#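 Material: rat Arfgap1 catalytic domain, aa 1-136; also added: human ARF1(Δ1-17)-GTP substrate; compound dosing: one concentration, 16.5 µM, DMSO 1.26%; incubation: GTP hydrolysis reaction 2 h at 25 °C; measured by: Tracer-displacement fluorescence polarization with EDTA stop, 620/688 nm; evaluation: % inhibition from polarization; repeats: one replicate per compound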
# HTRA1 inh: blocks human HTRA1 serine peptidase; recombinant HTRA1, FP-rhodamine activity-based probe, fluorescence polarization; hit rate 0.5% among 340,000; inhibition, % at 5.96 µM; AID 504803; Q92743; in the data active = inhibition above about 36%;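 also: 0% = enzyme with DMSO and 100% = wells lacking enzyme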
# Target sequence (Q92743 whole entry, looked up): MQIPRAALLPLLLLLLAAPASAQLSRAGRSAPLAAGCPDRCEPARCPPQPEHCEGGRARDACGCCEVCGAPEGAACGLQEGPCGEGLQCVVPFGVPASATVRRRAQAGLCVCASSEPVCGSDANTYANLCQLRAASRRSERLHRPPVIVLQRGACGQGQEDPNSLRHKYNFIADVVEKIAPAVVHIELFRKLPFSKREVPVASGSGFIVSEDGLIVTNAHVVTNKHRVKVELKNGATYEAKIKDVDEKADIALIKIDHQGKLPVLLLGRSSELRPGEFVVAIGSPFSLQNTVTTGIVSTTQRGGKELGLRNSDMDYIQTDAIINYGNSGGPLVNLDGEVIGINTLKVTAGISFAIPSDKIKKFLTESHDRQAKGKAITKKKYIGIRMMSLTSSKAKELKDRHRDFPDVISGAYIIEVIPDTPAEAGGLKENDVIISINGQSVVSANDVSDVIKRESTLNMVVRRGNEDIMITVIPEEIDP
# ASAP1 GAP inh: blocks human ASAP1-stimulated Arf1 GTP hydrolysis | Q9ULH1 | hit rate 0.19% among 360,000 | AID 624377 | GDP FP detection | inhibition, % at 16.5 µM; in the data active = inhibition above about 25%;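 also: 0% = vehicle with enzyme and substrate and 100% = no enzyme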
# rCAG RNA binder: molecules binding r(CAG) RNA repeats | r(CAG) RNA repeat, TO-PRO-1 dye displacement fluorescence | inhibition, % at 3 µM | hit rate 1.3% among 370,000 | AID 651821;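 active = inhibition above the plate cutoff, the mean of all test compounds on that plate plus 3 SD, cut at about 35% in these data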;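 also: 0% = DMSO alone and 100% = 100 µM mitoxantrone as full dye displacement; higher means more dye released from RNA so lower well fluorescence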
# SMARCA2 act: SMARCA2 function activation, primary screen. MG213 cells, MMTV-luciferase reporter, dexamethasone, overnight. activation, % at 9.1 µM. hit rate 1% among 370,000; in the data active = activation above about 7.8%;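 also: 0% = vehicle wells and 100% = reference activator wells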
# GC-A act: GC-A (human) enzyme activation; P16066; HEK293 GC-A cells, cGMP TR-FRET, EC30 ANP; 0% at EC30 ANP, 100% saturating ANP; activation, % at 10 µM; hit rate 0.14% among 370,000; in the data active = activation above about 40%
# PG9 binder: binds the HIV-1 gp120 antibody PG9. hit rate 0.43% among 360,000. TR-FRET gp120-PG9 antibody binding. inhibition, % at 6.7 µM; in the data active = inhibition above about 8.5%
# mABHD4 FP: ABHD4 (mouse) inhibition, primary FP screen. Q8VD66. inhibition, % at 8.92 µM. purified mABHD4, FP-Rh probe fluorescence polarization. AID 720543. hit rate 0.54% among 370,000;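 active = inhibition exceeding the mean over every tested compound plus 3 SD, cut at about 30% in these data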;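 also: 0% = plate median of compound wells and 100% = S159A mutant with DMSO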
#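 Test system: mABHD4 protein | Buffer or medium: HEPES pH 7.0 buffer, 150 mM NaCl, 0.01% Pluronic F-127 | Probe or stimulus: FP-Rh fluorescent activity-based probe, added after compound pre-incubation | Timing: Pre-incubation 45 min, probe exposure 60 min, at 25 °C | Technique: Fluorescence polarization, excitation 525 nm, emission 598 nm, BODIPY TMR filters | Repeats: Single well per compound (singlicate)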
# An asterisk follows results filed as active; · = no result given.
Structure	HTRA1 inh	GC-A act	NR1D1 modulator	rCAG RNA binder	GC-B act	mABHD4 FP	ARFGAP1 inh	SMARCA2 act	ASAP1 GAP inh	PG9 binder
COc1ccc(CNC(=O)C2CC(c3cc(C(F)(F)F)cc(C(F)(F)F)c3)=NO2)cc1 (centres undefined)	-3	0	3	-3	-4	-3	10	0	0	5.2
COc1ccccc1NC(=O)C(=O)Nc1ccc2c(c1)N(C(=O)C1CC1)CCC2	-3	3	6	1	0	-9	7	-3	-13	3.2
O=C(NCC(c1ccco1)N1CCN(c2ccccc2F)CC1)c1ccc2c(c1)OCO2 (centres undefined)	-5	0	3	-4	6	2	3	-2	8	0.2
CC(C)(C)C(=O)Nc1nnc(CSCc2ccccc2F)s1	4	0	-1	-7	-2	-1	7	-7	18	8.5
COc1ccc(/C(N)=N/OC(=O)Cc2cccs2)cc1OC	-12	1	2	2	-2	-3	-4	0	-7	-3.0
COc1ccc(Nc2ncc3c(n2)CC(c2ccccc2)CC3=O)cc1 (centres undefined)	-8	5	9	-3	-4	6	-9	0	5	-1.5
CC(=O)c1cccc(CN2CCC(CO)(CCOc3ccccc3)CC2)c1	1	-3	2	-10	1	-2	-6	-4	-11	-2.0
COC(=O)[C@]12CCCCC=C1N(Cc1ccc(Cl)cc1Cl)C(=O)[C@H](CC(=O)NCC13CC4CC(CC(C4)C1)C3)C2	·	3	-4	5	5	7	0	0	-9	0.1
COc1ccc(CNC(=O)CN(Cc2ccc(Cl)cc2)S(C)(=O)=O)cc1	-1	-1	-2	-3	1	-8	-5	-2	-4	-0.8
Cc1nn(-c2ccccc2)c(C)c1/C=N/NC(=O)c1cccs1	-4	0	-2	-3	1	-7	-17	1	-3	-0.5
CCc1c(C)sc(NC(=O)c2ccccc2[N+](=O)[O-])c1C(N)=O	2	3	4	3	4	14	-6	4	-4	-1.2
Cc1cc(C)c(S(=O)(=O)N2CCN(C(=O)c3ccc4c(c3)OCO4)CC2)c(C)c1	-11	-6	1	0	-1	-2	0	-6	-8	1.4
COc1ccc(OC)c(N2C(=O)C(Cl)=C(N3CCCCC3)C2=O)c1	7	2	5	2	3	5	0	-2	11	-0.5
O=C(Nc1cnn(Cc2ccccc2)c1)c1cc2nc(-c3ccco3)cc(C(F)(F)F)n2n1	-8	4	5	7	-4	1	4	1	-1	0.5
NC(=O)Cn1nnc(-c2ccc(NC(=O)c3ccc(F)cc3)cc2)n1	-10	1	2	-2	-1	0	5	4	0	0.4
CCCNC(=O)C1(C)CCCN(Cc2cccn2C)C1 (centres undefined)	·	0	-4	0	-5	3	-7	6	-6	2.2
COc1ccc(/C=C(/NC(=O)c2ccccc2)C(=O)N/N=C/c2ccncc2)c(OC)c1	1	-2	-1	10	6	14	4	4	-4	-0.8
O=C1NC(=Nc2ccccc2)c2ccc([N+](=O)[O-])cc21	-3	-1	-3	0	-3	2	18	-3	7	-2.4
Cc1ccc2oc(-c3cccc(NC(=O)C4CCCO4)c3)nc2c1 (centres undefined)	-8	5	-3	-3	0	-10	6	1	17	0.3
COc1ccc(C(=O)COc2ccc(F)cc2)c(O)c1	0	7	-6	2	1	-2	19	1	3	0.3
Cc1ccc(CC(=O)Nc2cccc([N+](=O)[O-])c2)cc1	-11	1	-2	0	5	2	1	0	-2	-4.9
O=c1nc(-c2ccccc2)cc(-c2ccccc2)[nH]1	-1	2	2	0	-9	-6	-3	1	1	0.1
Cc1ccc(C)c(NC(=O)CCN2CCN(C)CC2)c1	9	-2	0	-3	3	-2	-3	-2	-4	1.0
Nc1n[nH]c(S(=O)(=O)CCCc2ccccc2)n1	-1	2	0	4	2	1	2	1	6	-2.1
COC(=O)C1CN(Cc2ccc(OC)cc2)CCS(=O)(=O)N1Cc1ccc(OC)cc1 (centres undefined)	·	-6	4	5	-8	-1	·	-3	·	·
CCc1nc2c(OCC(N)=O)cccn2c1N(C)C(=O)c1ccc(OC)cc1	·	-19	3	0	-14	5	6	-3	-9	-0.2
CCC(OC(=O)c1nsc(Cl)c1Cl)C(=O)NCc1ccco1 (centres undefined)	0	-2	-6	-4	0	5	-5	4	-13	-2.1
Cc1cccc(-n2cc(-c3ccc([N+](=O)[O-])cc3)[nH]c2=S)c1	-7	-5	4	3	-5	2	24	1	3	0.2
CCOc1ccc(CCNC(=O)c2oc3c(c2C)-c2[nH]ncc2CC3)cc1OCC	-3	1	-3	1	1	-8	3	-2	3	0.8
O=C(COC(=O)CN1C(=O)C2CCCCC2C1=O)Nc1ccc(S(=O)(=O)N2CCOCC2)cc1 (centres undefined)	2	-1	-1	-2	4	3	6	-1	10	-1.2

# Reprinted at random: 2 records from the list, in no set order.
Structure	HTRA1 inh	GC-A act	NR1D1 modulator	rCAG RNA binder	GC-B act	mABHD4 FP	ARFGAP1 inh	SMARCA2 act	ASAP1 GAP inh	PG9 binder
CCCNC(=O)C1(C)CCCN(Cc2cccn2C)C1 (centres undefined)	·	0	-4	0	-5	3	-7	6	-6	2.2
COC(=O)C1CN(Cc2ccc(OC)cc2)CCS(=O)(=O)N1Cc1ccc(OC)cc1 (centres undefined)	·	-6	4	5	-8	-1	·	-3	·	·

# Further compounds follow:
Structure	HTRA1 inh	GC-A act	NR1D1 modulator	rCAG RNA binder	GC-B act	mABHD4 FP	ARFGAP1 inh	SMARCA2 act	ASAP1 GAP inh	PG9 binder
Cc1ccc(-n2nc(C)c3c2OC(N)=C(C#N)C3c2ccco2)cc1 (centres undefined)	8	-6	-4	23	-2	41*	-14	-2	-10	-2.6
COCCCNC(=S)NNC(=O)c1cc(-c2ccncc2)nc2ccccc12	1	-2	0	9	3	4	5	0	-8	-0.9
CC(Sc1nnc(C2CC2)n1C)C(=O)Nc1ccc(N2CCOCC2)cc1 (centres undefined)	1	3	-3	-3	-2	2	-7	-1	-1	-0.7
COC(=O)c1ccc(/C=C/c2c(-c3ccc(OC)cc3)oc3ccc(N4CCOCC4)cc23)cc1	2	26	2	5	4	-3	4	0	-6	5.0
COc1cccc(NC(=O)CSc2nc3c([nH]c4ccccc43)c(=O)n2C)c1	2	10	0	5	-1	1	10	1	14	-2.7
CC(=O)c1ccc(NC(=O)C(C)Sc2ccccn2)cc1 (centres undefined)	9	-2	0	-3	-1	-3	-12	3	-8	-1.6
O=C(CSc1nnc(Nc2ccccc2F)s1)NC1CCCC1	-4	0	2	-1	-4	-3	0	3	-6	-1.8
O=C(Nc1ccc2c(c1)oc1ccccc12)c1ccc(Br)o1	-44	3	-1	15	-5	-23	11	5	-4	-1.7
Nc1ccc(N=Nc2ccc(N)cc2)cc1	-2	-4	11	-7	2	-1	5	-5	8	-6.4
Cc1ccc(C2=NN(CCC(=O)NC3CCCC3)C(=O)CC2)cc1	3	4	4	-4	0	4	-2	-1	5	0.7
CCN(CC(=O)Nc1cccc(C#N)c1)CC(=O)Nc1cccc(OC)c1	-12	-3	-1	3	-2	-1	-1	0	13	0.8
COc1cc(/C=C2\SC(=Nc3ccc(Cl)c(C(=O)O)c3)NC2=O)c(Br)c(Br)c1O	-33	-1	11	7	-6	-70	-18	-3	-5	1.8
CCN1C(=O)NC(c2ccccc2)(c2ccccc2)C1=O	0	2	-2	-1	2	-10	3	-4	-2	1.6
Cc1nnc(SCC(=O)Nc2ccc(S(=O)(=O)Nc3ccc(Cl)nn3)cc2)s1	3	0	-3	17	3	-4	6	-1	2	-1.9
COc1ccc(/C(C)=N/NC2=NCCN2)cc1Cl	3	0	-3	0	-6	6	-3	0	-8	-1.6
COc1ccc(C(=O)NC(C)CCc2ccccc2)c(OC)c1 (centres undefined)	-4	-3	3	-2	-2	-9	-15	-3	9	0.1
CS(=O)(=O)N1CCc2cc(C(=O)Nc3ccc(Cl)cc3)ccc21	-8	-3	-4	7	4	0	8	-1	7	-1.6
CCOC(=O)N1CCC(N2CCN(S(=O)(=O)c3ccc(OC)cc3)CC2)CC1	6	-2	-4	-8	1	10	9	-2	-3	0.0
CC(=O)c1cccc(NC(=S)NC(=O)Cc2ccc(Cl)cc2)c1	-13	-1	4	0	2	-4	6	-1	9	1.2
CC(=O)N1CCC(N(CCN2CCOCC2)C(=O)Nc2ccc(Cl)c(Cl)c2)CC1	4	0	1	0	3	-1	-11	0	-1	-0.1
CC1(C)Cc2c(sc3c2c(=N)n(Cc2ccco2)c(=O)n3Cc2ccc(F)cc2)CO1	-35	30	-1	-2	35	-11	-1	1	12	-0.6
COC(=O)CCCCC(=O)OC	-1	2	-2	1	-6	2	0	-1	7	0.1
CN1CCCN(C(c2ccccc2)c2ccc(Cl)cc2)CC1 (centres undefined)	4	-31	7	8	-18	-1	1	-3	3	-0.8
Cc1ccc(NC(=O)CCC(=O)N2CCC(C)CC2)c([N+](=O)[O-])c1	1	2	-1	-6	-5	3	-2	-2	-8	-1.5
CCOc1ccc2nc(CN3CCN(Cc4ccccc4OCC)C(CCO)C3)ccc2c1 (centres undefined)	-2	-2	-2	-5	1	-1	4	-5	-1	-1.7
CCCC(=O)NC(=S)Nc1ccc(N2CCOCC2)c(Cl)c1	-2	3	-7	-6	5	4	5	-1	5	-0.7
Cc1nc2cc(F)ccc2n1C1CCN(S(=O)(=O)c2ccccc2)CC1	-2	-1	1	3	4	-18	17	-4	-15	-0.8
Cn1c(CCn2ccccc2=O)nc2cc(NC(=O)COc3ccccc3)ccc21	-2	-2	-1	-2	0	-1	-16	-4	1	-1.9
O=C(Cc1cccc2ccccc12)NNC(=O)Nc1ccc(Cl)cc1	·	-4	5	8	-4	2	0	-1	3	1.1
COc1ccc(N2CCN(C(CNC(C)=O)c3ccc4c(c3)OCO4)CC2)cc1 (centres undefined)	2	0	1	-6	-1	-1	6	-2	7	-1.1
CCOC(=O)N1CCN(C(=O)CN(C)S(=O)(=O)c2ccc3c(c2)c(=O)n(C)c(=O)n3C)CC1	0	4	-4	-5	-4	5	2	-2	-16	1.8
COCCCn1c(=S)[nH]c2sc3c(c2c1=O)CCCS3	9	-2	-5	13	-8	14	-19	-2	-2	3.0
O=C(Nc1ccc(N2CCOCC2)cc1N1CCOCC1)c1cccs1	-1	5	2	-6	-1	1	5	2	-8	-1.4
COc1cc(O)c2c(c1)COC2=O	-1	4	3	0	2	-1	-2	1	-13	-3.1
O=C1NC(=S)S/C1=C/c1ccc(OC(=O)c2ccco2)cc1	-1	0	10	33	-4	-17	-10	-1	-10	-0.8
COc1ccc2c(c1)-c1ccccc1S(=O)(=O)N(C)C2	2	2	-2	1	-2	1	-8	-1	-4	0.0
COC(=O)Cc1[nH]nc2c1C(c1cc(OC)c(OC)c(OC)c1)C(C#N)=C(N)O2 (centres undefined)	2	4	-2	3	0	2	5	1	6	-1.7
COc1ccc(C2=NOC(Cn3nc(C(=O)NCc4cccc(C(F)(F)F)c4)cc3-c3ccccc3)C2)cc1 (centres undefined)	-13	1	-2	0	3	-4	13	1	9	-2.1
O=C(CCc1ccc(S(=O)(=O)N2CCCCC2)cc1)c1nnc(-c2ccccc2)o1	-7	1	4	4	5	-12	8	-1	4	-0.6

# Screening data: PubChem BioAssay, several laboratories
